High-throughput results deposited in PubChem BioAssay by National Center for Advancing Translational Sciences (NCATS).
ERK AVP inh: blocks ERK signaling stimulated by vasopressin; HEK293-V1b, vasopressin-stimulated pERK AlphaScreen; Potency, µM (titrated, usually from 57.5 µM), for inactives: at the top dose activity, negative = inhibition, hits mostly inhibitors; 72,000 tested, 0.99% active; AID 995; further: potency means the concentration at half of the fitted maximal effect; on the % scale 0 is the no-effect control and ±100 the full control effect; nearly all actives have a fitted effect of over 55% in size
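HEK293 cells stably expressing V1b receptor, seeded overnight in 1% FBS, were treated with compounds for 30 min at 37C, then stimulated 5 min with 25 nM vasopressin; phospho-ERK read by AlphaScreen SureFire after lysis.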
Hsp90 Hop PPI: changes Hsp90-Hop TPR2A binding signal, up or down; AID 595; AlphaScreen TPR2A-His6 binding biotin-Hsp90 C-terminal peptide; Potency, µM (doses to about 57 µM), without a hit: at the highest dose activity change, negative = inhibition; 71,000 tested, 0.44% active; active means well fitted curve in either direction with a large enough effect; inconclusive means small, poorly fitted or top-dose-only effect, or another doubt; further: potency means the concentration at half of the fitted maximal effect; on the % scale 0 is the no-effect control and ±100 the full control effect; many of its hits are not listed in these tables
HBB splice mod: hemoglobin beta splicing modulation | HBB splicing reporter cell assay, activation; EGFP reporter with mutant IVS2-654 intron; response scale: normalised to 500 nM splice-correcting PNA | Potency, µM (titrated, usually from 46.1 µM), for the others: at the highest dose activation, most hits filed as activators | 65,000 tested, 0.06% active | AID 925; further: potency means the concentration at half of the fitted maximal effect; 0% is about no effect
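Compounds were applied for 2 days to HeLa EGFP-654 cells, 500/well in Optimem with 2% FCS. The reporter's EGFP is disrupted by mis-splicing of beta-globin intron IVS2-654. Readout: summed well GFP fluorescence from 488 nm laser scanning; reference was 500 nM antisense […] 654 PNA.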
UbGFP stabilizer: proteasome inhibitors stabilizing ubiquitin-GFP reporter. Ubiquitin-GFP reporter cells, proteasome inhibition, GFP fluorescence; response scale: untreated = 0%, 10 µM MG-132 = 100%. Potency, µM (doses to about 45.9 µM), for the others: top-dose activation (GFP accumulation), usual class: activators. 67,000 tested, under 10 active. AID 526; active means well fitted activation curve with a large enough effect, not every such curve was filed as active; inconclusive means small, poorly fitted or top-dose-only effect, or another doubt; inactive means no such curve, though single readings can be large or run the other way; further: potency means the concentration at half of the fitted maximal effect
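U2OS cells expressing ubiquitin(G76V)-GFP, seeded overnight in 0.5% FBS medium, then treated 4 hr at 37 C across 46 uM to 2.9 nM. GFP-positive cells counted by laser cytometry (488 ex/515 em); %activity scaled between basal and 10 uM MG-132.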
Pol III holo inh: DNA polymerase III holoenzyme inhibition. 71,000 tested, 0.25% active. reconstituted DNA polymerase III holoenzyme replication, biochemical. AID 603. Potency, µM (series often up to 57.1 µM), without a hit: at the top dose activity change, negative = inhibition; further: potency means the concentration at half of the fitted maximal effect; on the % scale 0 is the no-effect control and ±100 the full control effect
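Reconstituted *E. coli* holoenzyme (0.35 nM Pol III, 1 nM beta, 154 nM SSB, 2 nM primase) was preincubated with compound for 15 min at RT. Synthesis on 1.4 nM ssM13Gori ran 35 min, then was stopped with PicoGreen/EDTA and read as dsDNA fluorescence.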
Luciferase inh: inhibitors of firefly luciferase. P08659. purified firefly luciferase, luminescence, 8 min. Potency, µM (series often up to 57.1 µM), for inactives: top-dose activity change, negative = inhibition, actives largely listed as inhibitors. 72,000 tested, 2.2% active; further: potency means the concentration at half of the fitted maximal effect; on the % scale 0 is the no-effect control and ±100 the full control effect; nearly all actives have a fitted effect of over 40% in size
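qHTS concentration-response profiling: light output of P. pyralis luciferase with luciferin and 10 uM ATP, imidazole buffer pH 7.2. Read by luminescence after 8-min room-temperature incubation.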
CRE Fsk mod: CRE-bla signaling modulation under forskolin stimulation | CHO CRE-bla reporter (cAMP response element driving beta-lactamase), forskolin EC10, beta-lactamase ratio | Potency, µM (titrated, usually from 38.2 µM), without a hit: top-dose activity change, negative = inhibition, hits mostly activators | 71,000 tested, 2.5% active | AID 662; active means well fitted activation curve with a large enough effect in the signal ratio, with a control signal flat, not every such curve was filed as active; inconclusive means small, poorly fitted or top-dose-only effect, or effect the other way, or a change in a side signal; the % refers to the signal ratio; further: potency means the concentration at half of the fitted maximal effect; % of control where 0% means no effect
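Titrated compounds plus EC10 NKH 477 on CHO CRE-bla cells, 3 h, 37 °C. CCF4, 2 h RT. Ratio 460/530 nm → AC50.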
HADH2 inhib: HADH2 (human) dehydrogenase inhibition; Q99714; recombinant HADH2, NADH fluorescence, beta-hydroxybutyryl-CoA; Potency, µM (titrated, usually from 57.1 µM), for inactives: top-dose activity change, negative = inhibition, hits mostly inhibitors; 73,000 tested, 3.4% active; AID 886; further: potency means the concentration at half of the fitted maximal effect; on the % scale 0 is the no-effect control and ±100 the full control effect; nearly all actives have a fitted effect of over 60% in size; many of its hits are not listed in these tables
Target sequence (Q99714 whole entry, looked up, one chain of several): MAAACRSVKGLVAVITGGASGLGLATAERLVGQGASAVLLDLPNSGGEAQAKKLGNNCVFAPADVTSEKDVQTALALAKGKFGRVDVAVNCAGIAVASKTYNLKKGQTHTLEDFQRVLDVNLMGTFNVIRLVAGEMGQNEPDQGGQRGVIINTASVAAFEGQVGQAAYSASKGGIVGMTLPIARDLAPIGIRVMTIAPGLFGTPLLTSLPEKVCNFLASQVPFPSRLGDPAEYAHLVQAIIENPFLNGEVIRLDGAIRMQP
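Buffer 100 mM Tris-HCl pH 9.0/0.01% Tween-20; HADH2 20 nM; NAD+ 1 mM; beta-hydroxybutyryl-CoA 90 uM (all final). 15 min cpd preincubation, RT.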
Tau filament bind: binders of human tau filaments | Potency, µM (titrated, usually from 57.1 µM), for inactives: top-dose activity change, negative = inhibition | AID 596 | 71,000 tested, 2% active | P10636 | recombinant tau filaments, thioflavin S fluorescence, 15 h; filaments grown with octadecylsulfate alongside compound;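 further: potency means the concentration at half of the fitted maximal effect; on the % scale 0 is the no-effect control and ±100 the full control effect; actives lower thioflavin S fluorescence by blocking filaments or displacing dye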
Target sequence (P10636 whole entry, looked up): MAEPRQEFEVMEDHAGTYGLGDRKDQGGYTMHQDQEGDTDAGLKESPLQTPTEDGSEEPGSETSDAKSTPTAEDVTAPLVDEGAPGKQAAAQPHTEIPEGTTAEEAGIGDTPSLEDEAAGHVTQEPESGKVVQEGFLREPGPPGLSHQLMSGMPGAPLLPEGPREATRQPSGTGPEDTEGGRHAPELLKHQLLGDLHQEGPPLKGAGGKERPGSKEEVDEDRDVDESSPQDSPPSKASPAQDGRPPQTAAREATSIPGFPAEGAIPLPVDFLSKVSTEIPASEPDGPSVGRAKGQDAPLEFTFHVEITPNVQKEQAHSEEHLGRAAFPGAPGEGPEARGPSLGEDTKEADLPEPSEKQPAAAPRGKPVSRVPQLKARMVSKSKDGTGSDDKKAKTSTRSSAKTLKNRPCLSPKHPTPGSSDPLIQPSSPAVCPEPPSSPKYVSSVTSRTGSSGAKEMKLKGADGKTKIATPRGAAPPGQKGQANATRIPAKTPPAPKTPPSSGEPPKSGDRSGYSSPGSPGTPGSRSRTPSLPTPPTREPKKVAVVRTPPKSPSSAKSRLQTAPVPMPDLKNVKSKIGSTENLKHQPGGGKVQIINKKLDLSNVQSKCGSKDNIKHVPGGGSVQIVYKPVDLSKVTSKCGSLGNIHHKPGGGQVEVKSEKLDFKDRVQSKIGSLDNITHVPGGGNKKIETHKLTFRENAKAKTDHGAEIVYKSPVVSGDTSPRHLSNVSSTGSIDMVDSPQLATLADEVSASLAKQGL
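His-tagged recombinant human tau (exons 2, 3 and 10 included), 1 uM, was induced to fibrillize by 30 uM sodium octadecylsulfate with compound present. After 15 h at 37 C, thioflavine S fluorescence (ex 450, em 510 nm) was read.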
Epigenetic mod: epigenetic GFP locus derepression in mouse cells; Potency, µM (series often up to 46.1 µM), without a hit: at the top dose GFP derepression (activation); AID 597; 68,000 tested, 0.09% active; mouse C127i GFP locus derepression, cytometry, 30 h; further: % of control where 0% means no effect
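Read-out is the number of GFP-positive cells, scored as fluorescent objects 20 to 120 um wide, reflecting derepression of a silenced CMV-GFP reporter in murine C127i cells after 30 h compound exposure at 37 C.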
ALOX15 inhib: inhibitors of human 15-lipoxygenase (ALOX15); Potency, µM (doses to about 57.1 µM), inactives show at the highest dose activity change, negative = inhibition, usual class: inhibitors; P16050; 74,000 tested, 1.4% active; purified 15hLO-1, xylenol orange hydroperoxide absorbance; further: potency means the concentration at half of the fitted maximal effect; on the % scale 0 is the no-effect control and ±100 the full control effect; nearly all actives have a fitted effect of over 55% in size
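Inhibition is scored from a chromogenic endpoint. After 15 min enzyme-compound contact, arachidonic acid (50 uM final) reacts 6 min with 40 nM 15hLO-1 at room temperature, then Fe-XO reagent is added for 30 min and absorbance ratio recorded.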
The depositor's hits bear a star; ? = inconclusive; nt = not tested or not shown; [ ] = remark or other dose. Unless noted, the call rests on the fitted dose curve; in most records, active means well fitted curve in the direction sought with a large enough effect; inconclusive means small, poorly fitted or top-dose-only effect, or another doubt; inactive means no such curve, though single readings can be large; an effect the other way counts as inactive or inconclusive. An excerpt (hit frequency here may not be typical).

SMILES	ERK AVP inh	Hsp90 Hop PPI	HBB splice mod	UbGFP stabilizer	Pol III holo inh	Luciferase inh	CRE Fsk mod	HADH2 inhib	Tau filament bind	Epigenetic mod	ALOX15 inhib
CCN1CCN(c2nc(C)nc3c2sc(=S)n3C)CC1	-23%	-3%	0.0%	6%	-4%	-1%	21%	7.9µM*	34%	-3%	-6%
CCN1CCN(C(=O)CSCc2nc(-c3ccc(OC)c(OC)c3)oc2C)CC1	10%	-6%[2.3 µM]	-0.4%	-13%	-3%	-1%	10%	-15%	11%	nt	6%
CCOc1ccc(N(CC(=O)NCc2ccc(F)cc2)S(=O)(=O)c2c(C)noc2C)cc1	-9%	-2%	0.5%	15%	-2%	-2%	-6%	5%	45%	0%	3%
COc1ccc2occ(NC(C)=O)c2c1	28%	3%	nt	1%	-5%	-2%	-12%	10%	5%	0%	-3%
Cc1ccc(S(=O)(=O)NCCC(=O)NC2CCCC2)cc1	-17%	1%	2.2%	2%	-8%	3%	-26%	8%	13%	4%	0%
Cc1c(C#N)c(SCC(N)=O)nc2c1CCCC2	5%	-1%	-0.1%	5%	-9%	3%	?	12%	15%	-2%	8%
CCOC(=O)C(NC(C)=O)(OCc1ccc(F)cc1)C(F)(F)F (centres undefined)	4%	-2%	4.4%	17%	-6%	3%	-3%	21%	7%	0%	-1%
CC(=O)NCCc1ccc(S(=O)(=O)N(C)C2CCS(=O)(=O)C2)cc1 (centres undefined)	6%	3%	-0.1%	2%	2%	1%	-2%	9%	3%	-3%	10%
O=C(COC(=O)C1CCCO1)Nc1cccc(C(F)(F)F)c1 (centres undefined)	19%	?	-0.3%[57.5 µM]	0%	-6%	-1%	-6%	-2%	-12%	-1%	-5%
CC(C)C1O/C(=N/C(=O)Nc2ccc(Cl)c(Cl)c2)NC1=O (centres undefined)	-19%	0%	-2.1%	11%	0%	2%	-2%	0%	-1%	0%	11%
CC(C)(C)NC(=O)CN(C(=O)C1(C)CC(=O)N=C2C=CC=CN21)C1CCCC1 (centres undefined)	-1%	-2%	nt	1%	-5%	-1%	-5%	?	-9%	2%	4%
O=C(CN1C(=O)c2ccccc2C1=O)[C@@H](O)CN1C(=O)c2ccccc2C1=O	-9%[11.5 µM]	-1%[11 µM]	-1.6%[9.22 µM]	1%[9.17 µM]	-4%[11.4 µM]	4%[11.4 µM]	-1%[7.6 µM]	-3%[11.4 µM]	5%[11.4 µM]	-1%[9.22 µM]	1%[11.4 µM]
CSc1cccc(NC(=O)CN(C)S(=O)(=O)c2ccccc2)c1	-14%	-5%	1.1%	-6%	-3%	-2%	-12%	-1%	191%	-2%	-2%
COc1ccccc1N(CC(=O)NCCSC(C)(C)C)S(C)(=O)=O	9%	-10%[11 µM]	-1.6%[0.0738 µM]	5%[9.17 µM]	2%[11.4 µM]	1%	?	-1%[11.4 µM]	0%[11.4 µM]	-2%	11%[11.4 µM]
Cc1nnc2n(CCc3ccccc3)c(=O)c3c4c(sc3n12)CCCC4	?	4%	0.1%	-1%	6%	0%	10%	9%	12%	-3%	-1%
COc1ccc(NC(=O)C2CC(=O)OC2(C)C)cc1 (centres undefined)	-19%	-1%	0.5%	6%	-1%	1%	0%	-5%	0%	0%	-1%
O=C1CCC(C(=O)NC2(C(=O)NC3CCCCC3)CCCCC2)N1 (centres undefined)	21%	-3%	0.5%	7%	2%	0%	-8%	0%	4%	2%	3%
CCN(CC)S(=O)(=O)N1CCC(C(=O)NCc2ccc(C)cc2)CC1	-7%	3%	0.3%[57.5 µM]	2%	-1%	2%	-15%	2%	2%	5%	-1%
Cc1ccc(NC(=O)C2CCCN(S(=O)(=O)c3c(C)noc3C)C2)c(C)c1 (centres undefined)	13%	1%	-0.3%	-1%	-3%	1%	-2%	9%	5%	6%	-5%
Cc1ccc2cc(CCNC(=O)C3CCCC3)c(=O)[nH]c2c1	nt	1%	1.5%	13%	-8%	2%	-1%	-2%	-2%	nt	-11%
Cc1nc2nc(C)c(CCC(=O)NCc3ccc4c(c3)OCO4)c(C)n2n1	-9%	-4%	4.6%	-11%	-2%	1%	?	7%	-1%	0%	5%
O=C(COc1ncnc2ccccc12)N1CCOCC1	-1%	0%	-0.6%	1%	-8%	1%	?	26%	-8%	-2%	4%
CCCN(CCC)S(=O)(=O)c1ccc(C(=O)Nc2nnc(-c3cccc(OC)c3)o2)cc1	25%	-4%	-1.8%	-2%	-4%	3%	-16%	-15%	11%	0%	33%[activator]
COc1ccccc1CNc1ncncc1-c1ccc2c(c1)OCO2	-26%	-3%	-1.0%	5%	7%	1%[2.29 µM]	?	?	-6%	0%[9.22 µM]	?
O=C1CC2(CCCC2)CC(=O)N1CCCCN1CCN(c2ncccn2)CC1	9%	1%	0.2%[20.6 µM]	-4%	-7%	-2%	-20%	3%	9%	0%	-7%[25.6 µM]
O=S(=O)(O)c1cc(O)c2c(N=Cc3ccccc3O)cc(S(=O)(=O)O)cc2c1	5%[11.5 µM]	-5%[11 µM]	1.3%[9.22 µM]	5%[9.17 µM]	-17%[11.4 µM]	-9%[11.4 µM]	?	2µM*	18%[11.4 µM]	1%[9.22 µM]	-10%[11.4 µM]
O=C(O)[C@@H](O)[C@@H](O)[C@H](O)C(=O)CO	-1%[11.5 µM]	0%[11 µM]	3.5%[9.22 µM]	5%[9.17 µM]	-1%[11.4 µM]	1%[11.4 µM]	-8%[7.6 µM]	2%[11.4 µM]	8%[11.4 µM]	2%[9.22 µM]	1%[11.4 µM]
O=C1CC(c2ccc(Cl)cc2)CC(O)=C1C=NCCN1CCNCC1 (centres undefined)	-9%	-4%	-4.5%	15%	-2%	0%	-3%	-5%	9%	10%	-3%
c1ccc(CCNCc2ccco2)nc1	0%[11.5 µM]	-2%[11 µM]	1.5%[9.22 µM]	-3%[9.17 µM]	-7%[11.4 µM]	0%[11.4 µM]	6%[7.6 µM]	10%[11.4 µM]	-6%[11.4 µM]	-2%[9.22 µM]	0%[11.4 µM]
C[C@@H]1C(=O)NC2=Nc3cccc(Cl)c3CN21	-6%	-3%	-0.2%	-5%	-1%	-5%	-6%	-19%	1%	0%	-3%
CCCCS(=O)(=O)NC1=NCN(C2CCN(Cc3ccccc3)CC2)CN1	-9%	-4%	nt	0%	-5%	2%	-3%	3%	5%	-2%	?
O=C(NCCC1=CCCCC1)C1CCCN(c2nc3ccccc3o2)C1 (centres undefined)	-5%	-5%	-0.8%[57.5 µM]	0%	-2%	2%	-14%	2%	4%	0%	-4%
Cc1nn(-c2ccccc2)c2sc(C(=O)N(Cc3ccco3)C(C)C(=O)NC(C)(C)C)cc12 (centres undefined)	-11%	-1%	0.8%	22%	-2%	-28%	1.6µM*	-3%	-4%	-2%	-7%
CCCP(=O)(CC(=O)N(CC)CC)c1ccccc1 (centres undefined)	1%	1%	-0.4%	12%	1%	1%	-2%	9%	29%	-2%	6%
COc1ccc(C2CC(=O)C(C=NCCN3CCNCC3)=C(O)C2)cc1OC (centres undefined)	-8%	-4%[11 µM]	-3.3%[0.0738 µM]	-17%[9.17 µM]	-4%[11.4 µM]	1%	?	0%[11.4 µM]	-4%[11.4 µM]	0%	-1%[11.4 µM]
O=S(=O)(Cc1ccccc1Cl)N1CCCCC1	-1%	-2%	-0.3%	-2%	-4%	-2%	-7%	0%	6%	4%	2%

One compound at a time (already shown).
Shown for O=C(NCCC1=CCCCC1)C1CCCN(c2nc3ccccc3o2)C1 (centres undefined) = ERK AVP inh: -5%; Hsp90 Hop PPI: -5%; HBB splice mod: -0.8%[57.5 µM]; UbGFP stabilizer: 0%; Pol III holo inh: -2%; Luciferase inh: 2%; CRE Fsk mod: -14%; HADH2 inhib: 2%; Tau filament bind: 4%; Epigenetic mod: 0%; ALOX15 inhib: -4%
Shown for CCCP(=O)(CC(=O)N(CC)CC)c1ccccc1 (centres undefined) = ERK AVP inh: 1%; Hsp90 Hop PPI: 1%; HBB splice mod: -0.4%; UbGFP stabilizer: 12%; Pol III holo inh: 1%; Luciferase inh: 1%; CRE Fsk mod: -2%; HADH2 inhib: 9%; Tau filament bind: 29%; Epigenetic mod: -2%; ALOX15 inhib: 6%
